N370S GC = qHTS Assay for Inhibitors and Activators of N370S glucocerebrosidase as a Potential Chaperone Treatment of Gaucher Disease. Lysosomal acid glucosylceramidase (Homo sapiens), P04062. Potency, µM (highest dose often 59.4 µM), for the others: top-dose activity change, negative = inhibition, most hits filed as inhibitors. AID 2101, 2009. 330,000 tested, 0.092% active. N370S GC spleen homogenate, 4MU-glucoside fluorescence;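 also: 0% = full enzyme activity and -100% = no enzyme basal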
KAT2A inh = qHTS Assay for Inhibitors of GCN5L2. Histone acetyltransferase KAT2A (Homo sapiens), Q92830. GCN5L2 HAT assay, ThioGlo1 CoA-SH fluorescence. Potency, µM (doses to about 58.9 µM), for inactives: at the top dose activity change, negative = inhibition, most hits filed as inhibitors. 390,000 tested, 0.21% active. AID 504327, 2011
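ThioGlo1-coupled HAT assay: 20nM GCN5L2, 70uM acetyl-CoA, 75uM H3(1-25) peptide, pH 7.5. Fluorescence read at 340/540nm at start and after 20 min at room temperature.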
FEN1 inh = qHTS Assay for the Inhibitors of Human Flap endonuclease 1 (FEN1) | P39748 | Recombinant FEN1 flap cleavage, fluorescence, 15 min | Potency, µM (doses to about 114 µM), for inactives: at the top dose activity change, negative = inhibition, usual class: inhibitors | 390,000 tested, 0.35% active | AID 588795, 2011; also: nearly all actives have a fitted effect of over 65% in size
Target sequence (P39748 whole entry, looked up): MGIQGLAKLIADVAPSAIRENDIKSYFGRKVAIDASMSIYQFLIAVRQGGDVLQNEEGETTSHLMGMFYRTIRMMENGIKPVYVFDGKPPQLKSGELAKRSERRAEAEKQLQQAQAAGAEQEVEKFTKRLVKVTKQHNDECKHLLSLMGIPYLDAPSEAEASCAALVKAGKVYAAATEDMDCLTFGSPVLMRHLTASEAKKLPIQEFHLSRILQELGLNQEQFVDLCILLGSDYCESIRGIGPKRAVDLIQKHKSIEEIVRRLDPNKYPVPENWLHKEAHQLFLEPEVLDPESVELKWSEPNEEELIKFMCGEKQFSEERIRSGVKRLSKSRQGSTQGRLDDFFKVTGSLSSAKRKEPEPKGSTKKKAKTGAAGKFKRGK
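Reaction started by adding substrate (50 nM final) to 10 nM enzyme after 15 min room-temperature compound preincubation. Reads at 0 and 15 min, with data normalized and fitted to a four-parameter Hill equation.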
The depositor's hits bear a star; ? = inconclusive; . = not tested or not shown; & = joins results of further samples; [ ] = dose if it differs, or a comment. Calls follow the shape of the dose curve; as a rule, active = well fitted curve in the direction sought with a large enough effect; inconclusive = small, poorly fitted or top-dose-only effect, or another doubt; inactive = no such curve, though single readings can be large; an effect the other way counts as inactive or inconclusive. Unless noted, % is scaled to controls: 0 for no effect and ±100 for the full control effect; potency is read from the fitted curve at half-maximal effect. These rows are one share of the data; rates above refer to the full screens.

The opening 2 compounds (preview)
SMILES | N370S GC | KAT2A inh | FEN1 inh
Cc1[nH]c2ccccc2c1C(=O)CN1C(=O)C(=O)N(CCC2=CCCCC2)C1=O | . | -9% | ?
O=C(NCCCN1CCOCC1)c1cc(Cl)ccc1OCc1ccccc1 | -4% | -1% | -6%

This part in full, from the first entry:
SMILES | N370S GC | KAT2A inh | FEN1 inh
Cc1[nH]c2ccccc2c1C(=O)CN1C(=O)C(=O)N(CCC2=CCCCC2)C1=O | . | -9% | ?
O=C(NCCCN1CCOCC1)c1cc(Cl)ccc1OCc1ccccc1 | -4% | -1% | -6%
COc1cc(CCCN2CCNC[C@H]2Cc2cccc3ccccc23)cc(OC)c1OC | . | 0% | 1%
C=CCNC(=O)CSc1cc([N+](=O)[O-])cc(S(=O)(=O)Cc2ccccc2)c1 | -14% | -16% | 2%
O=C1CC(=O)NC(SCC(=O)Nc2ccccc2[N+](=O)[O-])=N1 | -5% | -17% | ?
CC(C)(C)C(=O)Nc1ccc(C(=O)OC2CCCCC2)cc1 | 0% | -2% | -20%
CC1Cc2ccccc2N1C(=O)CSc1ncccn1 (stereo not given) | -3% | -15% | 6%
O=C(O)CCN1C(=O)c2ccc(NC(=O)c3ccco3)cc2C1=O | 3% | -5% | -8%
CCOc1cc2c(C#N)c(N3CCNCC3)nc(N)c2c(N)n1 | -27% | 2% | ?
O=C(C(Sc1ccccc1)c1ccccc1)N1CCOCC1 (stereo not given) | 0% | 9% | 1%
CC(=O)C1=C(C)NC(=O)NC1c1cc(Br)ccc1OCC#N (stereo not given) | 8% | -6% | 0%
Cc1cc(-c2cccs2)nc(-n2cccc2)n1 | -5% | -14% | -11%
CN(C(=O)c1ccc(OC2CCN(CCc3ccccc3)CC2)cc1)C1CCOC1 (stereo not given) | -4% | -1% | ?
CCOCCN(C(=O)COC)c1cccc(OC)c1 | 1% | 0% | -9%
COc1ccc(S(=O)(=O)N2CC(C)N(C(=O)N3CCOCC3)C2)cc1 (stereo not given) | -1% | -4% | -12%
CCOC(=O)C1CN(S(=O)(=O)c2cc(OC)ccc2OC)C1 | -11% | -9% | -15%
OC(CNCc1ccco1)COc1ccccc1 (stereo not given) | -6%[2.35 µM] | -3% | 0%
COc1ccc(NC(=O)CN2C(=O)COc3ccc(S(=O)(=O)NC4CCCC4)cc32)cc1OC | . | -6% | -3%
CN(C(=O)CC1C(=O)NCCN1Cc1ccoc1)C1CCOCC1 (stereo not given) | -4% | -3% | -1%
CC1CCCC(C)N1C(=O)COC(=O)CNC(=O)c1ccccc1 (stereo not given) | . | 1% | -6%
CC(=O)Nc1ccccc1NC(=O)C/C(C)=N/NC(=O)C1CCCCC1 | -16% | 0% | 6%
CCCNC(=O)c1ccc2c(c1)ncn2-c1cc(C)cc(C)c1 | 5% | 1% | -6%
CCOC(=O)c1c(C)[nH]c(C(=O)OCc2ccc([N+](=O)[O-])cc2)c1C | -2% | -15% | 14%
CC(C)CC(=O)Nc1ccnn1C1CCN(C(=O)c2ccc(Cl)cc2F)CC1 | -6% | -9% | 26%
CC(C)(C)C(=O)Nc1ccnc(-c2cccnc2)n1 | 8% | -2% | .

Fetched by structure from the list above:
SMILES | N370S GC | KAT2A inh | FEN1 inh
CCOC(=O)c1c(C)[nH]c(C(=O)OCc2ccc([N+](=O)[O-])cc2)c1C | -2% | -15% | 14%
CC(C)(C)C(=O)Nc1ccnc(-c2cccnc2)n1 | 8% | -2% | .

Following part:
SMILES | N370S GC | KAT2A inh | FEN1 inh
CN(Cc1ccccc1)C(=O)c1[nH]cnc1C(=O)NCc1ccc(CNC(=O)OC(C)(C)C)cc1 | . | 1% | -6%
OC1COC(OCc2ccccc2)C(O)C1O (stereo not given) | -2% | ? | -2%
Brc1ccc2[nH]c3c(NCc4ccccn4)ncnc3c2c1 | -3% | -3% | ?
Cc1cccc(-c2nnn(Cc3nnc(NC(=O)c4ccccc4)s3)n2)c1 | 3% | 1% | -1%
COc1ccc(CSc2nnnn2-c2ccc(C(=O)O)cc2)cc1 | -10% | -18% | 18%
O=C(O)c1cc(S(=O)(=O)N2CCCCC2)ccc1N1CCCC1 | . | 0% | 2%
O=C(CSc1nc(-c2ccccc2)no1)N1CCCCC1 | . | 2% | -1%
O=C(CN1CCN(S(=O)(=O)c2ccccc2[N+](=O)[O-])CC1)NC(=O)NCc1ccco1 | -2% | -3% | -3%
Cc1cnc(CNc2nc(-c3ccc(N(C)C)cc3)nc3ccccc23)cn1 | -7% | -12% | .
Cc1cc(Nc2cccc(Cl)c2)nc2ccc(NC(=O)Cc3c(F)cccc3Cl)cc12 | . | -12% | -14%
CCOc1ccc(S(=O)(=O)N2CCN(CC)CC2)cc1NC(=O)c1ccccc1F | ? | 1% | -10%
C[C@](N)(COP(=O)(O)O)C(=O)O | -2% | -9% | .
Cc1ccc(C(CC(=O)NCC2(c3ccccc3)CCCC2)c2ccccc2)c(O)c1 (stereo not given) | . | -6% | -22%
COc1ccccc1NC(=O)C1=C(C)Nc2nc(CCCO)nn2C1c1ccc2c(c1)OCO2 (stereo not given) | -5% | -3% | 3%
COC(=O)NC1CCS(=O)(=O)C1 (stereo not given) | 6% | 1% | -9%
COC(=O)c1ccccc1NC(=O)CNC(=O)c1ccc(OC)cc1 | 17% | -5% | 2%
CSCCC(NC(=O)c1ccco1)C(=O)NCCc1ccc(Cl)cc1 (stereo not given) | . | -4% | -8%
CC(CC(O)C1OC1(C)C)C1CCC2(C)C3=CCC4C(C)(C)C(=O)CCC4(C)C3CC[C@@]12C (stereo not given in full) | 4% | -7% | .
Cn1cc(CN2CCN(c3ccc(Cl)cn3)CC2)c(-c2ccccc2F)n1 | 2% | 2% | -17%
Cc1ccc(S(=O)(=O)CCC(=O)OCC(=O)NC(=O)c2ccccc2)cc1 | 1% | -5% | -10%
CCOC(=O)CNC(=O)CSc1nnc(NC(=O)c2ccc3c(c2)OCO3)s1 | 1% | 1% | 8%
CC(=O)Nc1nnc(C)s1 | 3% | 2% | 1%
CC1CCN(c2c(NCc3ccc(C(=O)NCCc4ccc(Cl)cc4)cc3)c(=O)c2=O)CC1 | 10% | -20% | -6%
CCc1ccc(NC(=O)Cn2c(=O)n(CCC(C)C)c(=O)c3cccnc32)cc1 | . | 0% | 23%
Cc1nnc(SCC(=O)N(C2CCCCC2)C2CCS(=O)(=O)C2)n1C (stereo not given) | . | -3% | -8%
Continued:
SMILES | N370S GC | KAT2A inh | FEN1 inh
COc1ccccc1CN(C)C(=O)CN1CCN(C(=O)c2cccs2)CC1 | . | -5% | -10%
COc1ccc(C(=O)NCCn2cc(SCC(=O)N3CCOCC3)c3ccccc32)cc1 | 5% | -14% | 3%
CN(Cc1ccccc1)C(=O)C1CCN(Cc2cc3ccccc3n2Cc2ccccc2)CC1 | . | -2% | -1%
CC(=O)Nc1ccc(NC(=O)CSc2nnc(-c3ccccc3)n2Cc2ccc3c(c2)OCO3)cc1 | -12% | -9% | -4%
CCOC(=O)c1cc(-c2ccccc2C)nn1CC1CC(c2cccnc2)=NO1 (stereo not given) | . | -5% | -4%
O=C(ONc1ccc(N=NC(=O)c2ccccc2O)cc1)c1ccccc1 | 19% | -27% | 2%
O=C(NCc1ccccc1)C1=C[C@@H](c2csc3ccccc23)C[C@@H](OCCCCO)O1 | 0% | -10% | -26%
CC(=O)c1ccc(C2CC34CN(Cc5cccc(Cl)c5)S(=O)(=O)C3CC2O4)cc1 (stereo not given) | -7% | . | -3%
CC1(C)CC(=O)c2cnc(N)nc2C1 | 7% | -6% | -3%
Cc1ccccc1CN1CCC(N2CCC(C(=O)NCC3CCCO3)CC2)CC1 (stereo not given) | 3% | -19% | -15%
CCOC(=O)c1c(NC(=O)Cn2nc(C(F)(F)F)cc2C)sc(C)c1C | 15% | 49%[activator] | 8%
O=[N+]([O-])c1ccccc1Oc1cnc2ccccc2n1 | 7% | -1% | 15%
Cn1c(C=O)c(-c2ccc3c(c2)OCCO3)c2ccccc21 | . | -11% | -8%
OC(COc1ccc(F)cc1)CN1CCN(c2ccccc2F)CC1 (stereo not given) | -4% | -14% | 6%
CN(C(=O)COC(=O)c1ccc(C(C)(C)C)cc1)C1CCS(=O)(=O)C1 (stereo not given) | -4% | 0% | -10%
Clc1ccc(Nc2ccccc2)nn1 | 2% | -2% | -6%
Nc1cc(Cl)ccc1C(=O)OCC(=O)NC1CCCCCCC1 | . | 1% | -15%
FC(F)(F)c1cccc(N2CCN(Cc3cccnc3)CC2)c1 | -9% | 3% | -11%
COc1ccc(C(CC(=O)O)NC(=O)C2CCCCC2)cc1 (stereo not given) | -6% | -5% | 4%
Nc1cc(-c2ccccc2)n2c(n1)nc1ccccc12 | 19% | 2% | 1%
N#C/C(=C\N1CCOCC1)C(N)=O | -15% | 2% | 3%
N#Cc1nc(COc2ccccc2)oc1N1CCCCCC1 | 11% | -3% | -22%
CC(=O)c1cc(Cl)ccc1OC(=O)c1ccco1 | 0% | -4% | 7%
CCOC(=O)C1CN(S(=O)(=O)c2ccccc2)C1 | 6% | -1% | -2%
Cc1ccnc2nc(C(=O)OCC(=O)N(Cc3ccccc3)C(C)(C)C)nn12 | . | 1% | -14%
The list continues.
SMILES | N370S GC | KAT2A inh | FEN1 inh
CCCCN(CCCC)C(=O)c1cc(Cl)ccc1[N+](=O)[O-] | -13% | 0% | 2%
COc1ccc2c(c1OC)C(=O)O[C@H]2C1c2c(cc3c(c2OC)OCO3)CCN1C (stereo not given in full) | -14%&-7% | 8% | .
COCCN(CCOC)C(=O)c1ccc(NS(=O)(=O)c2ccc3c(c2)OCCO3)cc1 | 0% | -1% | -7%
NC(=O)CN1C(=O)C(O)(CC(=O)/C=C\c2ccc3c(c2)OCO3)c2ccccc21 (stereo not given) | 3% | -15% | 0%
Cn1c(=O)c([N+](=O)[O-])c(NCc2ccc3c(c2)OCO3)c2ccccc21 | 29% | -7% | 5%
N/C(=N\OC(=O)c1ccc(Cl)cc1[N+](=O)[O-])c1ccccn1 | -12% | 2% | 4%
COc1ccccc1C(=O)C1CCCN(C(=O)c2cccc(Cn3cccn3)c2)C1 (stereo not given) | 2% | -29% | 2%
CCCn1c(=O)n(-c2cc(Cl)c(OC)cc2OC)c(=O)c2c3c(sc21)CN(C(C)=O)CC3 | . | 1% | -18%
CC(Sc1nc(N)cc(N)n1)C(=O)Nc1ccc(N2CCOCC2)cc1 (stereo not given) | . | -3% | 0%
CS(=O)(=O)NCCNc1ccc(Cl)cc1[N+](=O)[O-] | -2% | -2% | 2%
O=c1c(Br)c(N2CCCCC2)cnn1-c1ccccc1 | 16% | -3% | -7%
COC(CC(=O)NNC(=S)Nc1ccc(Cl)cc1)OC | 13% | -5% | 2%
COc1cccc(C(c2sc3ncnn3c2O)N2CCc3ccccc3C2)c1 (stereo not given) | -3% | 1% | -14%
O=C(COc1cccc(C(F)(F)F)c1)NNC(=O)c1ccc(=O)[nH]c1 | . | -14% | 1%
COCCn1c(=O)cnc2cnc(N3CCNCC3)nc21 | -10% | ? | .
Cc1c(C(=O)OC2CCCCCC2)[nH]c2c1C(=O)CC(c1ccccc1Cl)C2 (stereo not given) | . | -14% | -8%
COc1cccc(CNC(=O)C2CCCN(S(C)(=O)=O)C2)c1 (stereo not given) | 4% | 4% | 1%
COc1ccc(C(=N/O)/C(=N/O)c2ccc(OC)cc2)cc1 | 1% | -2% | -14%
COc1cc(-c2n[nH]c(=S)n2Cc2ccccc2)cc(OC)c1OC | -5% | -6% | -5%
Cn1c(C=O)c(C#CC(C)(C)O)c2ccccc21 | . | -16% | -15%
O=C(c1ccc(N2CCCC2)c([N+](=O)[O-])c1)N1CCN(S(=O)(=O)c2ccccc2)CC1 | -7% | -1% | -6%
O=C(Nc1ccc(F)c(F)c1)c1cc(S(=O)(=O)NCc2ccc3c(c2)OCO3)ccc1F | . | 5% | -2%
COc1ncc2nc(CCc3ccccc3)c(=O)n(-c3ccccc3)c2n1 | 10% | -17% | .

Part of the list above, as tab-separated lines:
structure	N370S GC	KAT2A inh	FEN1 inh
O=C(COc1cccc(C(F)(F)F)c1)NNC(=O)c1ccc(=O)[nH]c1	.	-14%	1%
COCCn1c(=O)cnc2cnc(N3CCNCC3)nc21	-10%	?	.
Cc1c(C(=O)OC2CCCCCC2)[nH]c2c1C(=O)CC(c1ccccc1Cl)C2 (stereo not given)	.	-14%	-8%
COc1cccc(CNC(=O)C2CCCN(S(C)(=O)=O)C2)c1 (stereo not given)	4%	4%	1%

Laid out differently: five of the compounds above
Results follow in this order: N370S GC | KAT2A inh | FEN1 inh
> COc1cccc(CNC(=O)C2CCCN(S(C)(=O)=O)C2)c1 (stereo not given)
 : 4% | 4% | 1%
> NC(=O)CN1C(=O)C(O)(CC(=O)/C=C\c2ccc3c(c2)OCO3)c2ccccc21 (stereo not given)
 : 3% | -15% | 0%
> COc1ccc2c(c1OC)C(=O)O[C@H]2C1c2c(cc3c(c2OC)OCO3)CCN1C (stereo not given in full)
 : -14%&-7% | 8% | .
> CS(=O)(=O)NCCNc1ccc(Cl)cc1[N+](=O)[O-]
 : -2% | -2% | 2%
> COc1ccc(C(=N/O)/C(=N/O)c2ccc(OC)cc2)cc1
 : 1% | -2% | -14%
